# GALK inh: qHTS Assay for Inhibitors of Human Galactokinase (GALK). Potency, µM (doses to about 57.5 µM), without a hit: at the top dose activity change, negative = inhibition, actives largely listed as inhibitors. actives 0.007% (n = 270,000). Purified GALK, Kinase-Glo residual ATP luminescence. P51570; note: potency is the fitted concentration of half-maximal effect
# Target sequence (P51570 whole entry, looked up): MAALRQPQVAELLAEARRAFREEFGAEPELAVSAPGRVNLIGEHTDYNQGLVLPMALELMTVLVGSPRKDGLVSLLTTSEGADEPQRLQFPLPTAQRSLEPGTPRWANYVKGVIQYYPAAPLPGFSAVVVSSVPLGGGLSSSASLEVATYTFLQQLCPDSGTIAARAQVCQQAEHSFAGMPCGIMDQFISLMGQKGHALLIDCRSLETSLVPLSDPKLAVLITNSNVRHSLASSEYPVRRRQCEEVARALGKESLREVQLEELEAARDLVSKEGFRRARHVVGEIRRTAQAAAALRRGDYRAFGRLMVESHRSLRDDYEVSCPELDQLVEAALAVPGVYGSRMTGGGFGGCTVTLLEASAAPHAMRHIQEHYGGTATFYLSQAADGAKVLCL
#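 Galactose (100 uM) and ATP (35 uM) were turned over by 5 nM GALK for 1 h at RT. Kinase-Glo Plus then converted the remaining ATP into a luminescent signal.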
# B2AR arrestin: qHTS assay of beta-arrestin-biased ligands of beta2-adrenergic receptor; Beta-2 adrenergic receptor (Homo sapiens), P07550; beta-arrestin recruitment to beta2AR, cell-based reporter; Potency, µM (titrated, usually from 46.1 µM), for inactives: top-dose activation, hits mostly activators; actives 0.02% (n = 330,000);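 note: potency is the fitted concentration of half-maximal effect; 0% = DMSO controls and full agonism = EC100 isoproterenol or metaproterenol; nearly all actives have a fitted effect of over 65% in size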
# BCR signal inh: qHTS Assay to Find Inhibitors of Chronic Active B-Cell Receptor Signaling | Potency, µM (series often up to 46.1 µM), inactives show top-dose ratio change, negative = lower green/red ratio, usual class: inhibitors | ABC-DLBCL IkBa-CBG/CBR reporter, luminescence ratio, 4 h | actives 0.05% (n = 340,000) | AID 493014, 2011; active = well fitted inhibition curve with a large enough effect in the signal ratio, with a control signal flat, not every such curve was filed as active; inconclusive = small, poorly fitted or top-dose-only effect, or effect the other way, or a change in a side signal; the % refers to the signal ratio;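 note: potency is the fitted concentration of half-maximal effect; plate controls were basal doxycycline-induced cells for no effect and cells given 10 µM MG132 for full effect; MG132 reads +100%, hits lower the ratio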
#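 Compounds up to 46 uM were incubated four hours with TMD8 cells whose green CBG68 luciferase is fused to IkappaBalpha; red CBR luminescence normalised the signal, and concentration-effect curves were fitted to fusion, red and ratio data.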
# Coupling enz: qHTS Assay for Inhibitors of Fructose-1,6-bisphosphate Aldolase from Giardia Lamblia: Coupling assay counterscreen; AID 2472, 2010; coupling enzyme system counterscreen, AmpLite Red fluorescence; activity change, negative = inhibition, % at 58.2 µM, hits read low; actives 0.67% (n = 290,000); in the data active = activity change below about -30%
#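 Compounds tested against the coupling enzymes alone at 57.5 uM final; readout was AmpLite Red fluorescence (525/598 nm) after 20 min at RT.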
# KCNH2 WT inh: qHTS for Inhibitors of KCHN2 3.1: Wildtype qHTS; Voltage-gated inwardly rectifying potassium channel KCNH2 (Homo sapiens), Q12809; U2OS, BacMam KCNH2, thallium flux FluxOr; hits give low values; activity change, % at 1.84 µM; actives 0.37% (n = 340,000); AID 720551, 2013;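 active = maximum activity change below -70%; inconclusive = maximum activity change between -70% and -50%; inactive = maximum activity change above -50%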
#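 U2OS cells were transduced with wild-type KCNH2 virus (2.03 x 10^8 / mL) for 4 h at room temperature, then cultured overnight at 37 C. Thallium flux was read with FluxOr dye. Rate constants were normalized to DMSO controls.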
# KCNH2 3.1 block: qHTS for Inhibitors of KCHN2 3.1: Mutant qHTS; Potassium voltage-gated channel subfamily H member 2, brain isoform KCNH2 3.1 (human); AID 720553, 2013; activity change, % (tested at about 1.8 µM); U2OS KCNH2 3.1, thallium flux FluxOr; hits give low values; actives 0.95% (n = 340,000);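 active = maximum activity change below -70%; inconclusive = maximum activity change from -70% to -50%; inactive = maximum activity change above -50%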;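 note: thallium influx rate constant from kinetic fluorescence after stimulation buffer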
#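 Virally transduced U2OS (3.1 isoform, 4 h infection in dark at RT) → overnight 37 C → FluxOr + Red40 in HBSS/HEPES, 45 min → stimulation buffer, 2 min kinetic read → rate constant vs DMSO controls.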
# PKM2 act: qHTS Assay for Activators of Human Muscle isoform 2 Pyruvate Kinase; Pyruvate kinase PKM (Homo sapiens), P14618; purified PKM2, Kinase-Glo ATP luminescence, activation; response scale: 0% is enzyme alone, no compound; Potency, µM (titrated, usually from 57.5 µM), for inactives: at the top dose activation, actives largely listed as activators; actives 0.34% (n = 260,000); AID 1631, 2009; note: potency is the fitted concentration of half-maximal effect; nearly all actives have a fitted effect of over 55% in size
#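 Kinase-Glo luminescence reports ATP generated from ADP (0.1 mM) and PEP (0.5 mM) by purified hPK-M2 after 1 h at room temperature, pH 7.2 imidazole buffer; intermediate enzyme activity allows detecting inhibitors and activators.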
# Giardia killer: Small Molecules that selectively kill Giardia lamblia: qHTS; Giardia lamblia trophozoite viability; activity change, % at 7.66 µM, hits read low; actives 0.15% (n = 340,000); AID 540267, 2011; in the data active = activity change below about -80%; inconclusive = between about -30% and that limit;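 note: parasites exposed to compound for two days anaerobically before the ATP read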
#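 Compounds were tested on trophozoites seeded at 100 cells/well and held 48 hrs at 37 deg C anaerobically. An ATP-based luminescent kit measured the remaining live cells.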
# USP2a block: qHTS Assay for Inhibitors of Ubiquitin-specific Protease USP2a Using CHOP2 as the Reporter; Ubiquitin carboxyl-terminal hydrolase 2 (Homo sapiens), O75604; USP2 core, Ub-CHOP2 coupled fluorogenic reporter, 485/531; Potency, µM (top dose mostly 38.3 µM), for the others: at the top dose activity change, negative = inhibition, usual class: inhibitors; actives 0.01% (n = 330,000); AID 463254, 2010;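 note: potency is the fitted concentration of half-maximal effect; plate controls were DMSO wells for no effect and full inhibition by NEM control for full effect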
# Target sequence (O75604 whole entry, looked up): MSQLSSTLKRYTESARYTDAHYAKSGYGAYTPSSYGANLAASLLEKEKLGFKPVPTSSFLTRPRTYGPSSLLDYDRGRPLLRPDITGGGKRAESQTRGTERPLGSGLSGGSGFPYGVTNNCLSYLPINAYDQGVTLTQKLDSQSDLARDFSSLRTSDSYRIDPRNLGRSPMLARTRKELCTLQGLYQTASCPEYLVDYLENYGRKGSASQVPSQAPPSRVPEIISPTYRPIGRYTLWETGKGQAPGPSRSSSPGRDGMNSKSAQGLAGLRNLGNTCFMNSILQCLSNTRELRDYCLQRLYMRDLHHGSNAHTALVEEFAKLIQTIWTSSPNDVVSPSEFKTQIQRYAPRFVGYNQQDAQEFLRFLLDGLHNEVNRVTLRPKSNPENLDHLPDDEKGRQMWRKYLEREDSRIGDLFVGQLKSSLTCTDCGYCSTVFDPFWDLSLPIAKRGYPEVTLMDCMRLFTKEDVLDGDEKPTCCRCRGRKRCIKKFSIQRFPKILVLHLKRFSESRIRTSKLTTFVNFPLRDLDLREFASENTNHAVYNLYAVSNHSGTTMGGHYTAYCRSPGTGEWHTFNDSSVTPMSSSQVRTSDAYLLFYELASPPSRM
#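 Cell-free coupled assay: 10nM USP2 core preincubated 30min RT with compound in Tris-HCl pH 8.0/CaCl2/CHAPS buffer, then 25nM Ub-CHOP2 and 25nM reporter substrate; fluorescence (Ex 485/Em 531) read after 60min RT, normalized to NEM inhibition, concentration-response curves fitted.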
# uPA surface inh: qHTS for Inhibitors of Cell Surface uPA Generation; Potency, µM (titrated, usually from 38.3 µM), for the others: at the highest dose activity change, negative = inhibition, actives largely listed as inhibitors; actives 0.31% (n = 330,000); cell surface uPA generation assay, qHTS; active = well fitted inhibition curve with a large enough effect; inconclusive = small, poorly fitted or top-dose-only effect; inactive = no such curve, though single readings can be large or run the other way; tested in mouse RAW 264.7 cells; note: potency is the fitted concentration of half-maximal effect; nearly all actives have a fitted effect of over 55% in size
# Eya2 phos inh: qHTS Assay for Inhibitors of the Phosphatase Activity of Eya2. actives 0.006% (n = 330,000). AID 488837, 2010. recombinant Eya2, OMFP fluorescence dephosphorylation (OMFP is methylfluorescein phosphate). Potency, µM (highest dose often 76.9 µM), for the others: top-dose activity, negative = inhibition, actives largely listed as inhibitors; note: potency is the fitted concentration of half-maximal effect
#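 Eya2 (0.2 uM) preincubated 10 min at ambient with compound, then OMFP substrate added at 50 uM; 10 min reaction in 50 mM HEPES pH 7.5, 50 mM NaCl, 5 uM MgCl2, 0.05% BSA, 1 mM DTT. Fluorescence read at Ex 485/Em 525 nm.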
# An asterisk follows results filed as active; ? = inconclusive; nt = no result given; [ ] = another dose, or the depositor's remark. Unless noted, calls come from the whole dose curve; as a rule, active = well fitted curve in the direction sought with a large enough effect; inconclusive = small, poorly fitted or top-dose-only effect, or another doubt; inactive = no such curve, though single readings can be large; an effect the other way counts as inactive or inconclusive. Unless noted, % is set by controls: 0 for no effect and ±100 for the full control effect. Not a hit list. About 2.4% of those tested had a hit in this group.
(1) O=C(Cn1cnc2ccccc21)N/N=C/c1ccc([N+](=O)[O-])cc1
(2) Cc1cc(C)c(C)c(S(=O)(=O)N2CCC(C(=O)NC3=NCCS3)CC2)c1C
(3) Cc1cc(C)c(S(C)(=O)=O)c(NN)n1
(4) CCOC(=O)C1CCN(c2c(NCc3ccc(C(=O)NCCOC)cc3)c(=O)c2=O)CC1
(5) O=C(CSc1nnc(-c2ccc(Cl)cc2)n1Cc1ccco1)NCc1ccc2c(c1)OCO2
(6) CCOC(=O)c1ccc(NC(=O)CC2SC(=NC)N(C)C2=O)cc1 (configuration not stated)
(7) O=C(c1ccccc1N(Cc1ccccc1)S(=O)(=O)c1ccccc1)N1CCOCC1
(8) O=C(CSc1nnc(-c2ccc(F)cc2)n1CC1CCCO1)NCc1ccco1 (configuration not stated)
entry no.	1	2	3	4	5	6	7	8
GALK inh	2%	nt	-2%	1%	7%	0%	-1%	3%
B2AR arrestin	-0.2%	-0.4%	-0.1%	-0.8%	nt	0.0%	0.2%	-0.5%
BCR signal inh	-1%	1%	0%	-2%	nt	?	-4%	3%
Coupling enz	1	nt	-2	0	3	-1	1	1
KCNH2 WT inh	10	16	2	-18	23	-2	-8	-1
KCNH2 3.1 block	4	0	6	10	-31	3	0	-11
PKM2 act	9%	nt	1%	1%	1%	20%	nt	0%
Giardia killer	-17	-15	-3	8	-1	-7	28	4
USP2a block	2%	0%	-1%	0%	nt	1%	?	2%
uPA surface inh	0%	-9%	3%	5%	2%	9%	-1%	19%
Eya2 phos inh	2%	15%	3%	0%	nt	-28%	19%	16%

(9) NC(=S)Nn1c(-c2ccccc2)nc2ccccc2c1=O
(10) CC1CCCN(C(=O)CN2CCN(C(=O)c3ccco3)CC2)C1 (configuration not stated)
(11) CCN1CCN(c2nc3ccccn3c(=O)c2/C=C(\C#N)S(=O)(=O)c2ccccc2)CC1
(12) N#C/C(=C\Nc1ccc2c(c1)OCCO2)C(=O)NCc1ccco1
(13) CC(=O)Nc1cc(OC(C)=O)c2nonc2c1OC(C)=O
(14) O=C(CN1CCOCC1)N1CCN(c2ccc3ccccc3n2)CC1
(15) COc1cccc(NC(=O)CN(C)C(=O)COc2ccc3ccccc3c2)c1
(16) CCNC(=S)N1CCN(CCN2C(=O)c3cccc4cccc(c34)C2=O)CC1
entry no.	9	10	11	12	13	14	15	16
GALK inh	0%	-2%	-2%	-3%	-18%	3%	2%	1%
B2AR arrestin	-1.3%	-0.1%	-0.3%	0.0%	-0.5%	-0.2%	-0.5%	-0.1%
BCR signal inh	-2%	1%	5%	15%	?	-5%	8%	?
Coupling enz	9	1	1	-2	-77*	1	0	2
KCNH2 WT inh	-2	10	6	30	-8	nt	2	-5
KCNH2 3.1 block	10	18	27	0	-3	nt	-8	13
PKM2 act	-9%	-7%	4%	-3%	3%	2%	-17%	-14%
Giardia killer	-3	11	1	-1	16	nt	-11	8
USP2a block	1%	1%	3%	1%	-1%	-2%	1%	1%
uPA surface inh	0%	3%	3%	-1%	?	nt	1%	5%
Eya2 phos inh	5%	2%	6%	2%	-7%	-5%	-13%	11%

(17) C=CCc1cc(Cl)ccc1OCCNCCCOC
(18) COc1ccc(NC(=O)Nc2cccnc2)c(OC)c1
(19) Cc1cc([N+](=O)[O-])nn1CC(=O)Nc1ccc(Cc2ccncc2)cc1
(20) CCN1CCN(c2nc(NCCO)c3ccccc3n2)CC1
(21) Cc1ccnc(N2CCCC(C(=O)NC3CC3)C2)n1 (configuration not stated)
(22) COc1ccc(-n2ccnc2SCC(=O)NC2CCCC2)c(OC)c1
(23) CCn1ncc(CN2CCC(Oc3cc(C(=O)NC4CC4)ccc3OC)CC2)c1C
(24) O=C(Cn1c(NCCO)nc2ccccc21)NCC1CCCO1 (configuration not stated)
entry no.	17	18	19	20	21	22	23	24
GALK inh	4%	9%	1%	0%	-2%	0%	-2%	-1%
B2AR arrestin	-0.2%	-0.2%	-3.1%	-0.1%	-0.1%	0.1%	-1.0%	0.0%
BCR signal inh	5%	-3%	-6%	-8%	-8%	0%	?	-1%
Coupling enz	0	0	-2	2	-5	2	nt	-3
KCNH2 WT inh	45	-12	-8	4	9	-6	-6	3
KCNH2 3.1 block	-20	-3	-3	2	-11	5	0	-1
PKM2 act	4%	6%	8%	0%	-12%	1%	nt	18%
Giardia killer	5	-20	31[activator]	?	-3	27	20	18
USP2a block	3%	0%	3%	-1%	-2%	0%	3%	-1%
uPA surface inh	-1%	9%	3%	-18%	-5%	-5%	-5%	-4%
Eya2 phos inh	5%	6%	2%	12%	-5%	0%	-5%	21%

# One compound at a time (already shown). Screens in order: GALK inh, B2AR arrestin, BCR signal inh, Coupling enz, KCNH2 WT inh, KCNH2 3.1 block, PKM2 act, Giardia killer, USP2a block, uPA surface inh, Eya2 phos inh
# Entry for `Cc1cc([N+](=O)[O-])nn1CC(=O)Nc1ccc(Cc2ccncc2)cc1` : 1%, -3.1%, -6%, -2, -8, -3, 8%, 31[activator], 3%, 3%, 2%
# Entry for `Cc1ccnc(N2CCCC(C(=O)NC3CC3)C2)n1` (configuration not stated) : -2%, -0.1%, -8%, -5, 9, -11, -12%, -3, -2%, -5%, -5%

# Next structures.
(25) COc1ccccc1N1CCN(C(=O)C(=O)N/N=C/c2cccc(O)c2)CC1
(26) N#Cc1ccc2c(c1)C[C@]1(CCCCN3C(=O)c4ccccc4C3=O)Oc3c(c(=O)oc4ccc(F)cc34)C2O1
(27) Cc1cccnc1NC(=O)c1ccc(S(=O)(=O)NCc2ccco2)cc1
(28) Cc1sc2nc(CSc3ccccc3)nc(NCCN(C)C)c2c1C
(29) CCC(=O)N1c2ccccc2NC2=C(C(=O)CC(c3ccco3)C2)C1c1ccco1 (configuration not stated)
(30) COc1ccc(N(Cc2cc3ccccc3[nH]c2=O)S(=O)(=O)c2ccc(OC)cc2)cc1
(31) CN(C)CCCNc1ncnc2c1c(-c1ccccc1)cn2-c1ccccc1
(32) O=C(COC(=O)c1cccc(Cl)c1Cl)NC1CCCC1
entry no.	25	26	27	28	29	30	31	32
GALK inh	0%	nt	nt	-2%	-1%	-2%	nt	-2%
B2AR arrestin	-0.3%	-0.2%[9.22 µM]	-0.2%	-0.7%	-0.1%	-0.4%	-0.3%	-0.8%
BCR signal inh	?	?	0%	?	5%	?	?	-22%
Coupling enz	-4	-4	nt	4	0	nt	-3	0
KCNH2 WT inh	28	nt	0	3	0	-42	14	-3
KCNH2 3.1 block	5	nt	3	-8	40	-34	21	11
PKM2 act	2%	0%[11.5 µM]	nt	-9%	13%	nt	-1%	nt
Giardia killer	3	nt	14	2	7	-20	12	4
USP2a block	0%	-1%[7.66 µM]	1%	-20%	0%	-3%	-1%	0%
uPA surface inh	nt	nt	1%	5%	8%	?	?	5%
Eya2 phos inh	-4%	11%[15.4 µM]	19%	1%	-3%	0%	-3%	4%

(33) CCOc1ccccc1Nc1cc(C)c2cccc(C)c2n1
(34) COc1ccc(F)cc1S(=O)(=O)NCc1ccccc1
(35) Cc1cc(-c2cccs2)c2c(N)c(C(=O)c3ccc4c(c3)OCO4)sc2n1
(36) C/C(=N\N=C(/N)SC1CC(=O)N(c2ccc(Br)cc2)C1=O)c1cccs1 (configuration not stated)
(37) O=C(NNc1ccc([N+](=O)[O-])cc1)c1ccccc1Cl
(38) CCO[C@H]1OC(C(=O)O)=C[C@@H](C2CCCCC2)[C@@H]1CCCO
(39) COC(=O)c1sc(NC(=S)NC(=O)c2ccc(C)cc2)nc1C
entry no.	33	34	35	36	37	38	39
GALK inh	-2%	1%	-4%	-10%	0%	-1%	1%
B2AR arrestin	-1.3%	-1.8%	0.2%	-0.9%	-0.1%	-0.1%	11%
BCR signal inh	?	7%	3%	?	-13%	-1%	1%
Coupling enz	2	1	-2	0	-16	1	0
KCNH2 WT inh	-2	23	-4	1	-3	-2	13
KCNH2 3.1 block	-2	-7	4	-14	-9	-2	5
PKM2 act	2%	2%	-1%	3%	1%	1%	2%
Giardia killer	2	9	-2	16	1	25	11
USP2a block	-1%	1%	11%	0%	1%	-2%	-1%
uPA surface inh	-2%	0%	1%	-12%	-5%	9%	8%
Eya2 phos inh	?	12%	-6%	9%	-9%	-4%	12%
